PV pol inh = poliovirus RdRp elongation inhibitors, primary screen, biochemical, fluorescence polarization, total intensity | % elongation, % (compound at 16.7 µg/mL) | Genome polyprotein (Poliovirus type 1 (strain Mahoney)), P03300 | 150,000 compounds, 0.66% hits | poliovirus polymerase elongation; hits give low values; in the data active = % elongation below about 90%; also: some results filed as inactive read as strong as hits
Target sequence (P03300 1749-2209 limits assumed): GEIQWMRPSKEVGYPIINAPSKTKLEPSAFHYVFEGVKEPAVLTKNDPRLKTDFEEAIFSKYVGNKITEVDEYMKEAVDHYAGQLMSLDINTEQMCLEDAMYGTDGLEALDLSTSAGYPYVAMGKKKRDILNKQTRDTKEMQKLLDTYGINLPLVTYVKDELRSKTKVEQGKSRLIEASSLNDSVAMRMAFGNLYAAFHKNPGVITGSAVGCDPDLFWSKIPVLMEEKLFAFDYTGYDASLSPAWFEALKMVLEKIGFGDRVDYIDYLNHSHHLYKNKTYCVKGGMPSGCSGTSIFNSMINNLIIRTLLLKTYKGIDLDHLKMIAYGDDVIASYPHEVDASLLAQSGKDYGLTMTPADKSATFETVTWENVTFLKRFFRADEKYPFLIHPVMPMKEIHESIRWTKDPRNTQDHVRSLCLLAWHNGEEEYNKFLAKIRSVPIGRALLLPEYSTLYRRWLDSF
PV pol inh FP z-score = recorded beside PV pol inh, whose call it bears; z-score; measured here: FP z-score; hits read low
Numbers without * were called inactive. Only part of the results is shown, so the mix of outcomes need not match the whole.

SMILES | PV pol inh | PV pol inh FP z-score
Cc1cccc(-c2nc(S(=O)(=O)c3ccccc3)c(N3CCN(c4ccccc4)CC3)o2)c1 | 104.0 | -0.8
COc1ccc(Cn2ccnc2SCC(=O)Nc2ccc3c(c2)OCCO3)cc1 | 110.0 | 0.6
Cc1ccc(C)c(CN2C(=O)c3ccccc3S(=O)c3ccc(C(=O)N4CCCCCC4)cc32)c1 (configuration not stated) | 102.0 | 0.2
CCOc1ccc(-n2c(-c3ccccc3)c(C)n3c4c(=O)n(C)c(=O)n(C)c4nc23)cc1 | 109.0 | 1.1
O=C(Nc1ccc2c(c1)N(C1CCCC1)C(=O)c1ccccc1S2)c1cccc(F)c1 | 110.0 | 0.6
COc1ccc(NC(=O)C2CCCN(S(=O)(=O)c3c(C)[nH]c(=O)[nH]c3=O)C2)c(OC)c1 (configuration not stated) | 105.0 | -0.2
Cn1nc(C2CC2)cc1C(=O)O | 102.0 | 0.1
N#Cc1c(NCSCc2ccccc2)sc2c1CCCCC2 | 69.0* | -2.6*
COc1ccc(C)cc1NC(=O)c1oc2ccc(S(=O)(=O)N3CCCCC3)cc2c1C | 109.0 | 0.1
O=C1Cc2cc(S(=O)(=O)Nc3ccc(OC(F)(F)F)cc3)cc3c2N1CCC3 | 111.0 | 0.9
COc1ccc(/C=C2\CCCC3C2=NN(C(=O)c2ccco2)C3c2ccc(OC)c(OC)c2)cc1OC (configuration not stated) | 100.0 | -0.1
COc1ccc(Cl)cc1NC(=O)CN(C)C(=O)Cc1coc2c(C)c(C)ccc12 | 100.0 | -0.2
CN(CC(=O)N1CCc2ccccc21)Cc1ccccc1 | 101.0 | -0.7
CCc1ccc(NC(=O)Cn2c(=O)n(Cc3nc(C)no3)c(=O)c3cc4c(cc32)OCO4)cc1 | 114.0 | 1.2
COc1cccc(CNC(=O)C(Cc2ccccc2)n2cccc2)c1 (configuration not stated) | 99.0 | -1.5

Entries of single compounds, quoted from the list:
COc1ccc(/C=C2\CCCC3C2=NN(C(=O)c2ccco2)C3c2ccc(OC)c(OC)c2)cc1OC (configuration not stated) across the screens: PV pol inh = 100.0; PV pol inh FP z-score = -0.1
Cc1cccc(-c2nc(S(=O)(=O)c3ccccc3)c(N3CCN(c4ccccc4)CC3)o2)c1 across the screens: PV pol inh = 104.0; PV pol inh FP z-score = -0.8
O=C(Nc1ccc2c(c1)N(C1CCCC1)C(=O)c1ccccc1S2)c1cccc(F)c1 across the screens: PV pol inh = 110.0; PV pol inh FP z-score = 0.6

Compounds from the list above containing fluorine, in the order listed:
SMILES | PV pol inh | PV pol inh FP z-score
O=C(Nc1ccc2c(c1)N(C1CCCC1)C(=O)c1ccccc1S2)c1cccc(F)c1 | 110.0 | 0.6
O=C1Cc2cc(S(=O)(=O)Nc3ccc(OC(F)(F)F)cc3)cc3c2N1CCC3 | 111.0 | 0.9

Going on with the list.
SMILES | PV pol inh | PV pol inh FP z-score
Cc1ccc(NC(=S)N(C)/N=C/c2ccccn2)cc1Cl | 114.0 | 1.6
C/C(=N\NC(=O)C1CC1)c1ccc(C)cc1 | 106.0 | 0.2
C[N+]1(Cc2ccccc2)CCCC1c1ccc(N)nc1 (configuration not stated) | 101.0 | -0.2
Cc1ccc2c(c1)-c1c(c(C(=O)NCCc3ccccc3)nn1C)CS2 | 98.0 | -1.4
Cc1nc2ccc(N)cc2s1 | 104.0 | 0.9
CCCc1cc(=O)[nH]c(SCC(=O)NC)n1 | 102.0 | 0.1
c1ccc(N=C2SC(=NC3CCCCC3)C3=C2CCCC3)cc1 | 102.0 | -0.4
CCCn1c(SCC(=O)NCC)nc2sc3c(c2c1=O)CCC3 | 102.0 | -0.1
Cc1cccc(OCC(=O)Nc2ccccc2)c1 | 103.0 | 0
CC1=CC(C)(C)N(C(=O)CN2C(=O)c3ccccc3C2=O)c2ccc(C)cc21 | 100.0 | -0.4
CCC(=O)Nc1nc(-c2ccccc2)c(C)s1 | 101.0 | 0
CC1(C)OC(=O)C(C23CC4CC(CC(C4)C2)C3)C(=O)O1 | 100.0 | 0
COc1cc2c(cc1OC)C1=C(C#N)CCC(=NC(=O)c3ccccc3F)N1CC2 | 102.0 | 0.6
O=C(CSCc1nc2sc3c(c2c(=O)[nH]1)CCC3)Nc1ccc(-c2nnc3n2CCCCC3)cc1 | 133.0 | 3.6
Nc1nc(NC(=S)NC2CCS(=O)(=O)C2)n[nH]1 (configuration not stated) | 99.0 | -0.2
CCCCCCn1c(SCC(=O)/C(C#N)=C(\C)N)nnc1-c1c[nH]c2ccccc12 | 108.0 | 0.5
COc1cc2c(cc1OC)n(CC(=O)c1cccc(Cl)c1)c(=O)n1nc(CCn3nc(C)cc3C)nc21 | 103.0 | -0.9
COc1ccc(/C=C2/C(=O)C(C)(C(C)C)CCC2C)cc1 (configuration not stated) | 102.0 | 0.2
CC1CCc2nn(CC(=O)Nc3ccccc3Cl)cc2C1 (configuration not stated) | 102.0 | -0.7
Cc1ccc(-c2nnc(Nc3cccc(Cl)c3)c3ccccc23)cc1S(=O)(=O)N1CCCCC1 | 104.0 | -0.1
O/N=C/c1ccccc1Cl | 101.0 | -0.1
CC(NC(=O)c1ccccc1NC(=O)c1nsc2ccccc12)c1ccccc1 (configuration not stated) | 99.0 | -2
O=C(CSc1nc2c(n1-c1ccccc1)CCCC2)N1CCN(C(=O)c2cccs2)CC1 | 104.0 | 0.5
CC1CCC(=NNC(=S)NCC2CCCO2)CC1 (configuration not stated) | 105.0 | 0.3
CCOC(=O)N1CCN(C(=O)Cc2cccc3ccccc23)CC1 | 100.0 | -0.4
CCCC1CN2CCC3=C(CCC3)C2(C)C1 (configuration not stated) | 103.0 | 0.3
Cc1c(C(=O)O)oc2ccc3c(c12)C(=O)CC(C)(C)O3 | 101.0 | -0.1
Cc1csc2nc(COc3cccc(NC(=O)c4ccccc4F)c3)cc(=O)n12 | 112.0 | 1.1
CCOC(=O)Nc1cc(C(F)(F)F)ccc1C(F)(F)F | 106.0 | 0.5
O=C1NC(Nc2nccs2)(C(F)(F)F)C(=O)N1CCc1ccccc1 (configuration not stated) | 100.0 | -0.3
Cc1cc(C)cc(-n2ccn(CC(=O)Nc3ccccc3F)c(=O)c2=O)c1 | 109.0 | 0.5
O=C1NC2(CCN(C(=O)NCc3ccc(F)cc3)CC2)Oc2ccccc21 | 101.0 | 0.1
COc1ccccc1N1CCN(C(=O)C2C3C=CC(O3)C2C(=O)O)CC1 (configuration not stated) | 104.0 | 0.7
N=C1c2ccccc2CN1c1ccc2c3c(cccc13)C(=O)N2 | 96.0 | -0.9
COC(=O)/C=C1\SC(=Nc2ccc(C)c(C)c2)N(c2ccc(C)c(C)c2)C1=O | 103.0 | -0.3
COC(=O)c1ccccc1NC(=O)c1cc(OC)cc(OC)c1 | 101.0 | -0.3
COc1cccc(C(=O)c2cn(CC(=O)NCCc3ccccc3)c3nc(C)ccc3c2=O)c1 | 115.0 | 1.7
Cc1ccc(Cc2nc3ccccc3nc2SCC(=O)NCCc2ccccc2)cc1 | 110.0 | 0.9
CCN(C(=O)NCc1ccccc1)C1CCCCC1 | 107.0 | 2.1
CCCOc1ccc(C2c3c(-c4ccccc4O)n[nH]c3C(=O)N2Cc2cccnc2)cc1 (configuration not stated) | 99.0 | -1.9
COc1ccc(O)c(C(=O)c2cc(C#N)c(=O)n(CC3CCCO3)c2)c1 (configuration not stated) | 106.0 | 0.5
CC1CCCCC1n1c(-c2cccnc2)n[nH]c1=S (configuration not stated) | 103.0 | 0.2
Cc1ccc(-n2ncc(C(=O)N3CCN(c4cccc(C)c4)C(C)C3)c2C2CCN(C(=O)OC(C)(C)C)CC2)cc1 (configuration not stated) | 102.0 | -0.8
CC1CCN(Cc2ccc(NC(=O)CCc3nc(C4=CCN(C)CC4)no3)cc2)CC1 | 99.0 | -1.3
Cc1nnc(SC(C)C(=O)Nc2ccccc2)[nH]c1=O (configuration not stated) | 103.0 | 0.4
O=C1NCCN1CCNS(=O)(=O)c1ccc(F)c(Cl)c1 | 102.0 | 0.1
c1ccc(-c2cn3c4ccccc4n(CCN4CCCCC4)c3n2)cc1 | 94.0 | -1.1
O=C1NC(Cc2ccccc2)(Cc2ccccc2)C(=O)N1Cc1nnc(-c2cccs2)o1 | 102.0 | 0
CCc1ccc2nc(N3CCCC3)c(C#N)cc2c1 | 99.0 | -0.9
CC1(c2ccc(Cl)cc2)NC(=O)N(CN2CCCC(C(F)(F)F)C2)C1=O (configuration not stated) | 101.0 | -0.4
CCN(CC)c1ccc(C=Nc2cc(C)cc(C)c2)cc1 | 103.0 | 0
Cc1c(C(=O)NCCN2CCOCC2)oc2c1-c1nn(Cc3ccccc3Cl)cc1CC2 | 103.0 | 0.7
COc1c2c(nc3occc13)C(CC=C(C)C)(OC)C(O)CC2 (configuration not stated) | 99.0 | -0.2
O=S(=O)(NC1CC1)c1ccc(S(=O)(=O)N2CCC3(CC2)OCCO3)cc1 | 102.0 | 0
Cc1ccc(C(=O)CCNc2ccc(F)c(Cl)c2)o1 | 102.0 | 0.1
O=C(COc1ccc(F)cc1)NCc1ccc2c(c1)CCN2C(=O)c1ccccc1 | 107.0 | 0
CCn1c(=O)n(CC)c2cc(NC(=O)CSc3ncc(C#N)c(N)n3)ccc21 | 105.0 | 0.9
CC1Cc2ccccc2N1C(=O)COc1ncnc2ccc(Br)cc12 (configuration not stated) | 101.0 | 0.2
CN1C(=O)c2ccccc2Sc2ccc(NC(=O)NCCCN3CCOCC3)cc21 | 98.0 | -1.8
Cc1csc(NC(=O)c2cccnc2)n1 | 101.0 | -0.1

Remaining list, next part:
SMILES | PV pol inh | PV pol inh FP z-score
Cc1oc(-c2ccccc2)cc1C(=O)/C=C/N(C)C | 99.0 | -0.5
NC(=O)CNC(=O)c1ccc2ccccc2n1 | 106.0 | 0.3
CCOC(=O)c1cc(-c2ccccc2)n(CCC(=O)Nc2ccc(C(F)(F)F)cc2)c1C | 109.0 | 0.8
CCOc1ccc(NC(=O)CSc2nc(=O)n(CCCN3CCOCC3)c3c2CCCC3)cc1 | 104.0 | 0.8
CCCCNC(=O)C1=CC(c2ccc3c(c2)OCO3)=NS(=O)(=O)N1C | 112.0 | 0.3
OCC1CC2CC(O)CC(C1)C2 (configuration not stated) | 102.0 | 0
O=C(CON1C(=O)CCC1=O)N1CCN(c2ccccc2)CC1 | 98.0 | -0.6
Cc1c(-c2nsc(NC(=O)c3cccs3)n2)nnn1-c1ccc(Cl)cc1 | 101.0 | -1.2
Cc1ccc(NC(=O)C2CCCN(c3cnccn3)C2)cc1Cl (configuration not stated) | 110.0 | 0.8
CC1(C)COC(c2ccc(O)cc2)OC1 | 104.0 | 0.1
C[C@H]1[C@H]2CC[C@H]3[C@@H]4CC=C5C[C@@H](N(C)C)CC[C@]5(C)[C@H]4CC[C@]23CN1C | 103.0 | 0.4
CCOC(=O)c1ccsc1NC(=O)CN1C(=O)c2ccccc2C1=O | 103.0 | 0.3
O=C(NC1CCCCCC1)c1ccc(CS(=O)(=O)Cc2ccccc2F)o1 | 100.0 | -0.3
CN1C(=O)c2[nH]nc(-c3ccc(F)cc3)c2C1c1ccccn1 (configuration not stated) | 113.0 | 0.9
O=C(N/N=C/c1ccc([N+](=O)[O-])o1)c1ccc(O)cc1 | 102.0 | 0.3
COc1ccc(N2Cc3ccc(OC)c(OC)c3C2=O)cc1 | 103.0 | 0.2
COc1cc(/C=N/n2c(=S)[nH]nc(C)c2=O)cc(OC)c1OC | 102.0 | -0.1
O=C(Cc1cccs1)NCc1ccc2[nH]c3c(c2c1)CCCC3 | 97.0 | -1.8
CN(C)C(=S)SCC(=O)NC1CCCCCC1 | 100.0 | -0.4
Cn1nnc2c(N3CCCCC3)ncnc21 | 103.0 | -0.9
CC(C)(C)C1CC=C2[C@H](C1)[C@@H](c1ccsc1)C(C#N)=C(N)C2(C#N)C#N (some centres not stated) | 103.0 | 0.2
O=C(NCc1ccc2c(c1)OCO2)c1ccc(Cl)cc1 | 104.0 | 0.1
Cc1ccc(C(=O)NNc2ncnc3c2cnn3C)cc1 | 103.0 | 1.2
CC[C@H](C)[C@H](NC(N)=O)C(=O)Nc1ccccc1 | 107.0 | 1.1
CCCCCNC(=O)C1CCC(Cn2c(=O)c3sccc3n(CC(=O)N3CCCC3)c2=O)CC1 (configuration not stated) | 104.0 | -0.5
S=c1sc2ccccc2n1CN1CCN(Cc2ccccc2)CC1 | 99.0 | -0.4
CCN(CC)C(=O)c1ccc(COc2ccc(Cl)c(C)c2)o1 | 100.0 | -0.3
CCC1/C(=N\O)CC(c2ccco2)NC1c1ccco1 (configuration not stated) | 100.0 | -0.2
O=C(NCCCc1nc2ccccc2n1Cc1ccc(Cl)cc1)C1CCCCC1 | 105.0 | -0.2
COc1cccc(CNC(=O)Nc2ccc3nc(N4CCN(C)CC4)cc(C)c3c2)c1 | 100.0 | -0.5
CCCCNC(=O)c1ccc2c(c1)N(CC)C(=O)c1ccccc1S2 | 105.0 | -1.5
O=C(Nc1ccc(F)cc1)N1CCCC(c2nc3c(nnn3Cc3ccccc3Cl)c(=O)[nH]2)C1 (configuration not stated) | 100.0 | -0.4
COc1ccc2nc(-c3ccccc3)nc(N3CCCCC3)c2c1 | 104.0 | 0.1
COc1ccccc1CNC(=O)C(C)N1C(=O)COc2ccc(C)cc21 (configuration not stated) | 100.0 | -0.2
COc1ccccc1NC(=O)c1oc2ccccc2c1NC(=O)c1cccc(OC)c1OC | 105.0 | 0.3
CC(C)(O)c1cc(=O)sc2nc3ccccc3n12 | 101.0 | 0
CC(=O)NC1CC2CCC(C1)N2 (configuration not stated) | 106.0 | 1.6
CN(C)CCCN1C(=O)C(=O)/C(=C(/O)c2ccc3c(c2)OCO3)C1c1cccnc1 (configuration not stated) | 102.0 | 0.4
CC1(C)CC2CC(C)(CN2CC(O)COCc2ccc(Cl)cc2)C1 (configuration not stated) | 102.0 | -0.1
Cn1cnnc1SCc1cccc(CSc2nncn2C)n1 | 107.0 | 0.2
CCOc1ccc(NC(=O)Cn2cc(C(=O)c3ccc(C)cc3)c(=O)c3cc4c(cc32)OCO4)cc1 | 107.0 | 0.3
N#CC1(NC(=O)c2cc3ccccc3oc2=O)CCCCC1 | 103.0 | 0.3
CCOC(=O)c1nc(NCCCN2CCc3ccccc3C2)c2ccccc2n1 | 104.0 | 1.8
CC1(C)CC(=NOC(=O)c2ccccc2)CC(C)(C)N1[O] | 101.0 | 0.1

Compound activity: PubChem BioAssay, ICCB-Longwood Screening Facility, Harvard Medical School
